E coli growth = E. coli V3065 growth inhibition, primary screen, counter-screen for AddAB inhibitor project, absorbance, OD600; 18 h; inhibition, % at 11.9 µM; 330,000 tested, 0.27% active;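 active = inhibition above the campaign's mean inhibition across all tested compounds plus 3 SD, cut at about 9.9% in these data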;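 note: uninfected addAB+ strain grown without phage in ampicillin broth; 0% = DMSO wells and 100% = ciprofloxacin 0.95 µg/ml wells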
PKA-R1A act = activators of PKA-R1A holoenzyme, primary screen, biochemical, fluorescence polarization, Cy5-IP20, bovine R1A, mouse PKAc; activation, % at 11.4 µM; PKA-R1A dissociation; scaled: DMSO 0%, 113 µM cGMP 100%; cAMP-dependent protein kinase type I-alpha regulatory subunit (Bos taurus) + …; 340,000 tested, 0.083% active;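 active = percent activation above the mean of all tested compounds plus 3 SD, cut at about 19% in these data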;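 note: higher means more PKAc released from R1A so a rise in polarization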
PfHsp90 set2 = growth inhibition of PfHsp90-expressing yeast, primary screen, antimalarial PfHsp90 inhibitor project, S. cerevisiae, BacTiter-Glo luminescence, single point, set 2; BacTiter-Glo ATP, 48 h; yeast lacking PDR1 and PDR3 efflux regulators; inhibition, % at 9.4 µM; 310,000 tested, 0.32% active;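 active = every replicate shows inhibition above about 80%, whatever the replicate mean, limit read from the data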;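 note: 0% = DMSO neutral controls and 100% = 20 µM radicicol positive controls; yeast relying on Plasmodium falciparum Hsp90 in place of its own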
SUMO Mot1 rescue = yeast Mot1-301 growth rescue at high temperature, primary screen, SUMOylation pathway inhibitor project, S. cerevisiae, ATP luminescence, 38.5C. AID 2716, 2010. 320,000 tested, 1% active. S. cerevisiae Mot1-301 growth rescue; percent above DMSO median, 100 means doubled. growth rescue, % at 18.8 µM;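 active = every valid replicate shows activation above 250% relative to neutral control wells; inactive = the rest, any valid replicate at or below 250%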;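 note: OY570 slx delta 5 strain wells were the positive control but not used for scaling; some compounds called inactive have numbers as strong as hits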
HTR5A ag ctr = HTR5A agonists in luminescence cell assay, primary screen, counter-screen for OPRM1-OPRD1 heterodimer agonist project, full-deck HTS; 5-hydroxytryptamine receptor 5A (Homo sapiens), P47898; cell-based; activation, % at 9.3 µM; 340,000 tested, 0.61% active; AID 504692, 2011; in the data active = activation mostly above about 9.5%, no sharp cut-off; inactive = mostly below about 7.6%;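 note: 0% = cells with vehicle only and 100% = reference agonist; strong numbers were not always called active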
Target sequence (P47898 whole entry, looked up): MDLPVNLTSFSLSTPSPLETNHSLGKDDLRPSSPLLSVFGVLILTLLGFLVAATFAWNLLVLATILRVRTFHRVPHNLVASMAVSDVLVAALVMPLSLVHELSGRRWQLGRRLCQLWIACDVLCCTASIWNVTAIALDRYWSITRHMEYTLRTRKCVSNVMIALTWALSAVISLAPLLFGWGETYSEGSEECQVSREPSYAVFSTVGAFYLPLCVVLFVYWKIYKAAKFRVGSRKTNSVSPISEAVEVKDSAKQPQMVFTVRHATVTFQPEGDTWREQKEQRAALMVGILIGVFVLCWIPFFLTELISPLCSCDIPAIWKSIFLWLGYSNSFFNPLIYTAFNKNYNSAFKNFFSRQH
HTR5A inv ctr = HTR5A inverse agonists in luminescence cell assay, primary screen, counter-screen for OPRM1-OPRD1 heterodimer inverse agonist project, full-deck HTS. 5-hydroxytryptamine receptor 5A (Homo sapiens), P47898. HTR5A cell line, inverse agonism. inhibition, % at 9.3 µM. 340,000 tested, 0.083% active; in the data active = inhibition mostly above about 23%, no sharp cut-off; inactive = mostly below about 18%;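 note: 0% = cells with DMSO and 100% = no-cell wells with DMSO; some compounds called inactive have numbers as strong as hits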
phage Ecoli inh = growth loss of phage-infected E. coli, primary screen, RecBCD inhibitor project, absorbance, with phage, HTS | inhibition, % at 11.9 µM | 360,000 tested, 0.26% active | AID 651602, 2012; in the data active = inhibition above about 11%
MOR-DOR inv ag = inverse agonists of MOR-DOR heterodimerization, primary screen, cell-based, luminescence. Mu-type opioid receptor (Homo sapiens) + Delta-type opioid receptor (Homo sapiens), …. cell-based MOR-DOR heterodimer luminescence, inverse agonism. inhibition, % at 9.3 µM. 340,000 tested, 0.21% active; in the data active = inhibition above about 22%, passing the limit was not always enough;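 note: 0% = cells with DMSO and 100% = wells without cells with DMSO; values of inactives mirror those of a sister screen read the other way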
AddAB inh = growth inhibition of E. coli expressing H. pylori AddAB, primary screen, AddAB inhibitor project, absorbance | 330,000 tested, 0.29% active | inhibition, % at 11.9 µM | AID 435030, 2010; in the data active = inhibition above about 12%;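 note: 0% = vehicle wells of infected cells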
DSG3 Ab inh = inhibitors of pemphigus antibody binding to DSG3, primary screen, biochemical, bead-based, flow cytometry, scFv-GFP | binding (percent of control), % at 10 µM | Desmoglein-3 (Homo sapiens), P32926 | 310,000 tested, 0.48% active | AID 588358, 2011 | DSG3-coupled beads, scFv-anti-DSG3-GFP binding; active compounds read low;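 active = binding more than 3 SD below its plate's average and above zero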;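 note: hits lower antibody fragment binding to DSG3; some compounds called inactive have numbers as strong as hits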
OPRM1-OPRD1 ag = agonists of OPRM1-OPRD1 heterodimerization, primary screen, cell-based, luminescence. Mu-type opioid receptor (Homo sapiens) + Delta-type opioid receptor (Homo sapiens), …. activation, % at 9.3 µM. cells. 340,000 tested, 0.3% active; in the data active = activation above about 18%;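 note: 0% = vehicle-treated cells and 100% = reference agonist; values of inactives mirror those of a sister screen read the other way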
* hit, by the source's call; i = inactive; · = no result given.

smiles	E coli growth	PKA-R1A act	PfHsp90 set2	SUMO Mot1 rescue	HTR5A ag ctr	HTR5A inv ctr	phage Ecoli inh	MOR-DOR inv ag	AddAB inh	DSG3 Ab inh	OPRM1-OPRD1 ag
O=C(NCc1cccs1)C1CCN(S(=O)(=O)c2cccc3nsnc23)CC1	-1.2	-1	2	3	0	-37	-0.2	13	-0.3	87	-2.2
Cc1cccc(NC(=O)CSc2nccn2Cc2ccco2)c1C	-0.7	-1	8	13	4	-10	3.9	-10	-0.7	114	2.4
O=C(Cc1cccs1)NCCn1ccc2ccccc21	95*	-3	-14	2	-7	12	2.5	16	99*	134	-2.8
O=C(Nc1ccc(Cl)cc1)C1CCC(=O)N1Cc1ccccc1Cl (stereo not given)	0.7	6	6	1	5	-1	3.3	7	1.6	101	-1.8
COc1ccc(C2(C)NC(=O)N(CC(=O)c3cc(C)n(C4CC4)c3C)C2=O)cc1 (stereo not given)	-0.5	2	13	6	-1	3	0.9	3	1.1	101	-0.8
COc1cc(/C=C/C(=O)OCC(=O)N2CCCc3ccccc32)ccc1OCC#N	0.5	-7	-6	-6	1	4	-1.9	15	-0.9	104	-3.7
N#Cc1c(NC(=O)CSc2nnc(-c3ccccc3)o2)sc2c1CCCC2	2.7	-5	-9	-16	1	-4	·	6	2.0	92	-1.1
CSc1ccccc1OCc1cc(C(=O)NC(C)Cc2cccc(C)n2)no1 (stereo not given)	-2.0	1	-2	7	-2	-3	1.7	19	0.7	109	-3.4
CC1CCN(S(=O)(=O)c2ccccc2)CC1	0.2	6	-6	1	4	-4	0.9	2	6.3	107	-0.4
Cn1c(NC(=O)c2ccc(F)cc2)c(-c2cccs2)c(=O)c2ccccc21	0.3	-6	2	8	3	-1	1.1	0	0.9	97	0.1
COc1cccc(C(=O)Nc2ccc(N3CCN(C(=O)c4cccs4)CC3)cc2)c1	-0.8	13	-15	4	-14	33*	3.3	4	0.2	107	-0.7
COc1ccc(Oc2nc3c(C)cccn3c(=O)c2/C=C(\C#N)C(N)=O)cc1	0.0	-1	6	-6	-1	-27	3.3	11	-0.2	104	-2.1
O=[N+]([O-])c1ccc(Cl)c(/C=N/n2c(-c3ccncc3)n[nH]c2=S)c1	-1.7	-3	15	18	4	-9	1.6	-7	1.1	·	1.4
CCc1cc(C(=O)N(CC)CC(=O)Nc2ccc(OC)cc2)sc1C	0.2	-1	13	-23	2	-3	0.8	5	2.2	107	-1.4
O=C(CSc1nnnn1-c1ccc2c(c1)OCCO2)OC1CCCCC1	0.2	-5	-14	-18	1	-2	3.5	-3	-2.0	82	0.6
Cc1cc(OCC(=O)N2CCCC2)ccc1Cl	-0.2	-1	-38	5	0	-2	1.7	11	3.3	103	-2.1
Cc1nc2ccc(F)cc2cc1C(=O)NC(C)C	-1.7	-5	10	-3	1	-3	·	1	0.4	99	-0.1
O=C(O)c1cn(-c2ccccc2)nc1-c1ccncc1	-1.4	-14	4	i	4	4	0.2	16	0.6	·	-2.9
C(=N\NC1=Nc2cccc3cccc1c23)/c1ccccc1	-1.5	-4	-3	27	7	-19	-0.2	-34	-0.9	137	5.7
COc1ccc(-c2nn(-c3ccccc3)cc2CNC[C@H]2O[C@@H](n3cnc4c(N)ncnc43)[C@H](O)[C@@H]2O)cc1	-0.9	-9	5	-10	1	-5	1.8	6	1.2	97	-1.4

In another format: two of the compounds above
Order of results: E coli growth, PKA-R1A act, PfHsp90 set2, SUMO Mot1 rescue, HTR5A ag ctr, HTR5A inv ctr, phage Ecoli inh, MOR-DOR inv ag, AddAB inh, DSG3 Ab inh, OPRM1-OPRD1 ag
CC1CCN(S(=O)(=O)c2ccccc2)CC1
 : 0.2, 6, -6, 1, 4, -4, 0.9, 2, 6.3, 107, -0.4
Cn1c(NC(=O)c2ccc(F)cc2)c(-c2cccs2)c(=O)c2ccccc21
 : 0.3, -6, 2, 8, 3, -1, 1.1, 0, 0.9, 97, 0.1

Additional structures
smiles	E coli growth	PKA-R1A act	PfHsp90 set2	SUMO Mot1 rescue	HTR5A ag ctr	HTR5A inv ctr	phage Ecoli inh	MOR-DOR inv ag	AddAB inh	DSG3 Ab inh	OPRM1-OPRD1 ag
OCCN(Cc1ccccc1)Cc1ccccc1F	0.4	-13	·	-8	-4	-48	2.4	7	1.3	102	-1.3
CC(C)Oc1cccc(C(=O)C2CCCN(C(=O)CCc3cnn(C)c3)C2)c1 (stereo not given)	-0.2	-3	7	-4	8	-29	4.3	6	0.9	110	-1.2
O=C(NCc1ccc(F)cc1)C1CCN(S(=O)(=O)c2ccc(Br)s2)CC1	1.1	-1	-41	-20	1	-2	0.0	-23	0.5	104	4.2
CCOC(=O)c1cc(NC(=O)C2C3C=CC(O3)C2C(=O)O)cc(C(=O)OCC)c1 (stereo not given)	-0.6	-7	4	-13	0	-1	2.5	14	-1.7	98	-3.2
O=C(N=C1c2ccccc2CN1c1ccc(F)cc1)c1ccc(Cl)nc1	-1.3	-4	15	-1	1	5	1.5	-3	1.9	124	0.6
CC1CN(C(=O)CCNS(=O)(=O)c2ccc(Br)cc2)CC(C)O1 (stereo not given)	1.9	-3	·	-6	4	-12	1.6	-9	-0.2	104	1.4
[S-]C(=Nc1ccc(Cl)cc1)N[n+]1ccccc1	-0.5	5	9	-17	0	-11	2.9	14	4.1	106	-2.6
CC(C)C[C@H](NC(=O)c1nc[nH]c1C(=O)N1CCc2ccccc2C1)C(=O)OCc1ccccc1	-0.3	7	-15	8	7	-40	2.7	-18	0.2	101	3.3
Cc1ccccc1S(=O)(=O)/N=C(/Nc1c(C)n(C)n(-c2ccccc2)c1=O)c1ccccc1	0.0	-8	15	-18	-2	24	3.1	15	1.1	88	-3.3
O=C(CCCSc1ccccc1)Nc1nc(-c2ccco2)c(-c2ccco2)s1	0.2	0	-21	5	4	-32	2.3	-10	5.6	115	1.8
C[C@H](NC(=O)[C@@H]1CSC2c3ccccc3C(=O)N21)C(=O)NC1CCCC1 (stereo not given in full)	-1.3	-8	-26	-22	0	-12	0.3	12	-0.5	97	-2.4
CC(C)(C)C1CCC(=NNC(=O)C2COc3ccccc3O2)CC1 (stereo not given)	-0.5	-7	-4	2	5	-11	1.1	8	-0.6	89	-1.8
Cc1ccc2c(c1)N(CC(=O)N1CCCCCC1)C(=O)c1cccnc1O2	-0.2	-6	-5	41	3	7	2.7	3	0.9	105	-0.6
CC1(C)CC(=O)C2=C(C1)OC1OC(=O)CC21C (stereo not given)	-0.3	10	3	0	1	19	3.1	10	2.0	82	-2.1
Cc1cc2cc(CNC(=O)c3cccs3)ccc2[nH]1	-1.1	0	12	5	5	-11	2.8	15	-2.0	81*	-2.7
CCOC(=O)Cn1c(=O)c2c(nc(Br)n2Cc2ccccc2Cl)n(C)c1=O	-0.8	1	4	8	7	-6	3.8	-13	2.9	99	2.3
COCCNC(=S)Nc1ccccc1Cc1ccccc1	0.8	-2	13	·	6	-18	2.0	7	-0.2	98	-1.3
Cc1cc(N/N=C/c2cccc(Cl)c2)nc(NCc2ccccc2)n1	2.1	-8	2	21	-2	33	3.4	-60	5.6	106	13
Cc1snc(S(=O)(=O)Cc2c(Cl)cccc2Cl)c1C#N	-0.2	5	16	·	-1	2	2.4	11	1.0	103	-2.2
Cc1ccc(NC(=O)COc2ccc(Br)cc2CO)cc1S(=O)(=O)N1CCOCC1	-3.8	5	-3	9	0	-12	0.6	5	0.2	·	-1.3
COc1ccc([C@@H]2C[C@H]3CN(c4ccccc4)C(=O)[C@]34CCCN24)c(OC)c1OC	2.4	-12	8	-1	5	-27	0.9	14	0.2	127	-2.7
COC(=O)C1C2C=CC3(CN(c4ccc(Cl)c(F)c4)C(=O)C13)O2 (stereo not given)	-0.9	4	8	-15	0	0	3.5	7	1.9	105	-1.4
COc1cccc(-c2cc(C(=O)O)no2)c1	1.1	0	-31	24	2	13	1.4	4	-0.2	99	-0.7
O=C(CSc1nnc(-c2ccco2)n1Cc1ccccc1)NC(=O)NCc1ccco1	-3.4	2	1	3	-1	9	-1.0	6	-1.4	97	-1.1
CC(NC=C1C(=O)OC(C)(C)OC1=O)C(=O)O (stereo not given)	0.6	-5	·	-5	0	-26	2.1	16	0.4	86	-2.5
C=C1C(=O)[C@@]23[C@H](O)C[C@@H]4C(C)(C)CC[C@H](O)[C@]4(C)[C@@H]2C[C@H](O)[C@@H]1[C@H]3O	-1.9	6	-1	-10	-1	3	1.8	7	0.5	99	-1.3
Nc1nc(Nc2ccccc2F)nc(NCCO)c1[N+](=O)[O-]	4.2	·	·	3	·	·	0.8	·	6.7	104	·
O=C(Nc1nnc(C2CC2)s1)c1n[nH]c(=O)c2ccccc12	1.3	-3	-6	-4	7	-33	-0.7	14	3.3	92	-2.6

Screening results from PubChem.
